A549 tox = Nrf2 qHTS screen for inhibitors: counterscreen for cytotoxicity; A549 ARE-Fluc cells, CellTiter-Fluor viability, 18-24 h; 0.16% of 390,000 active; Potency, µM (series often up to 46 µM), inactives show at the highest dose activity change, negative = cytotoxicity, usual class: inhibitors; further: potency means the concentration at half of the fitted maximal effect; on the % scale 0 is the no-effect control and ±100 the full control effect
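A549 ARE-Fluc cells in 5% FBS OPTI-MEM, 5000 cells/well, rested 2 h then exposed to compounds in concentration-response for 18-24 h at 37 °C. Viability by CellTiter-Fluor fluorescence (Ex 405/Em 525) after 30 min; luciferase luminescence (BugLite, 15 min, RT) read afterwards.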
EPAC2 ag = qHTS for Agonist of cAMP-regulated guanine nucleotide exchange factor 4 (EPAC2): primary screen; EPAC2 activation, biochemical qHTS; response scale: 100% = 6.5 mM cAMP response; 0.079% of 360,000 active; Potency, µM (series often up to 154 µM), inactives show at the highest dose activation, hits mostly activators; further: potency means the concentration at half of the fitted maximal effect; nearly all actives have a fitted effect of over 50% in size
Target sequence (Q8WZA2 whole entry, looked up): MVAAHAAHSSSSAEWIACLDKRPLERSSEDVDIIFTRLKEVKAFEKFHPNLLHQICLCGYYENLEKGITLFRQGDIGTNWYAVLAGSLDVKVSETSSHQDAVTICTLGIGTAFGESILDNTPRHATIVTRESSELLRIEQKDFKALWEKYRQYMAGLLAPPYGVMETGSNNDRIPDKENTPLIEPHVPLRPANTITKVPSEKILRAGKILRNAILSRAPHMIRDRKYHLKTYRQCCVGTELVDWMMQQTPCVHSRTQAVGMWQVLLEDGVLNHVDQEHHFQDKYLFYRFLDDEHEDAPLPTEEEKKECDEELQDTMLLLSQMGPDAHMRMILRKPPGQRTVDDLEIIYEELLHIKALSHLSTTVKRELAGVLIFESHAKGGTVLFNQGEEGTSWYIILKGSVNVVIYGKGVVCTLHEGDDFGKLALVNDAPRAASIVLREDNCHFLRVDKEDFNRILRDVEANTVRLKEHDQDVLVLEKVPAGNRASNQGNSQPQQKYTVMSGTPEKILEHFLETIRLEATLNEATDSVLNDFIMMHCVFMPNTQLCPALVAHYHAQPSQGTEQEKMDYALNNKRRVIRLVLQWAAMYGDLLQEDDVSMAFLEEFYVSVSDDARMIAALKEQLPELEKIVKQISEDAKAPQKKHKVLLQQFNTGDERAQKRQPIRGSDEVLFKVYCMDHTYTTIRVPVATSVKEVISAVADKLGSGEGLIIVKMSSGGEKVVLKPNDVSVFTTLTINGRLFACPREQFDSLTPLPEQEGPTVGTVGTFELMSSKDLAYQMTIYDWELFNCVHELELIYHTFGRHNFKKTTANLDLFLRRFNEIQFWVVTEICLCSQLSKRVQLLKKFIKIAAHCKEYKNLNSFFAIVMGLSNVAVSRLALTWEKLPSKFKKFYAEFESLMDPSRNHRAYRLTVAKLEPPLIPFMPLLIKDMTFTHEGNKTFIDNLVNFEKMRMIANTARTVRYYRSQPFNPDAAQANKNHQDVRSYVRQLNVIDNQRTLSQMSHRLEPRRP
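Compounds were titrated in qHTS against a Rap1B-BODIPY-GDP (250 nM) complex with EPAC2 (100 nM) and GDP (50 uM). BODIPY-GDP release tracked at 480/540 nm over 30 min at room temperature, normalized to 6.5 mM cAMP.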
TGFb SMAD3 inh = qHTS for Inhibitors of TGF-b; Potency, µM (doses to about 46.1 µM), for inactives: at the highest dose activity, negative = inhibition, hits mostly inhibitors; HepG2 CAGA-GFP TGF-b/SMAD3 reporter, GFP fluorescence, 18 h; TGF-beta stimulated, 500 pg/mL final; AID 588855, 2011; 1.2% of 410,000 active; further: potency means the concentration at half of the fitted maximal effect; on the % scale 0 is the no-effect control and ±100 the full control effect; nearly all actives have a fitted effect of over 65% in size
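TGF-beta reporter screen: HEPG2 CAGA-GFP, 1% FBS, 500 pg/mL TGF-beta final, 18 h; per-cell GFP summed per well; curves fitted and categorized by class.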
Nrf2 activator = qHTS of Nrf2 Activators; AREc32 ARE-luciferase reporter (MCF7-derived line), luminescence, 24 h; Potency, µM (highest dose often 46.1 µM), inactives show at the highest dose activation, hits mostly activators; 0.31% of 410,000 active; further: potency means the concentration at half of the fitted maximal effect; % of control where 0% means no effect; nearly all actives have a fitted effect of over 65% in size
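ARE activation measured as luciferase luminescence (Steady-Glo, 30 min RT) in AREc32_Fluc cells after 24 hr compound exposure at 37 deg C, 5% CO2; cells seeded overnight at 1000/well in OPTI-MEM, 5% FBS.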
IL-2 act = qHTS of IL-2 Activators. IL-2 activation reporter assay, cell-based qHTS; stimulated with anti-CD3/CD4/CD28 beads; in transgenic mouse T cells. activation, % (series mostly up to about 46 µM). AID 652025, 2013. 0.065% of 360,000 active; in the data active means activation above about 50%; inconclusive means mostly about 30% to 49%; further: 0% is about no effect
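Unstimulated transgenic mouse T cells, 750 per well, received compound and, after 60 minutes, anti-CD3/anti-CD4 bead plus anti-CD28 stimulation. EGFP and DsRed were quantified after 18 hours.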
HepG2 viability = qHTS for Inhibitors of TGF-b: Cytotox Counterscreen; HepG2 CAGA-GFP viability, ATP luminescence, 18 h; Potency, µM (top dose mostly 46.1 µM), inactives show at the highest dose activity change, negative = cytotoxicity, hits mostly cytotoxic; 0.76% of 410,000 active; AID 588856, 2011; further: potency means the concentration at half of the fitted maximal effect; some results filed as inactive show a strong effect at the top dose
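CellTiter-Glo luminescence gave cytotoxicity after 18 hours at 37 degrees C. The cells were HepG2 CAGA-GFP in 1% FBS DMEM, stimulated with 500 pg/mL TGF-beta after compound addition. %Activity was normalised to no-cell wells (complete cell-killing) and DMSO (no toxicity), and curves were fitted and classified.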
Nrf2 inh = Nrf2 qHTS screen for inhibitors. A549 ARE-Fluc reporter, luciferase luminescence, 18-24 h. Potency, µM (highest dose often 46 µM), for inactives: at the highest dose activity change, negative = inhibition, hits mostly inhibitors. 2.1% of 360,000 active. AID 504444, 2011; further: potency means the concentration at half of the fitted maximal effect; on the % scale 0 is the no-effect control and ±100 the full control effect; nearly all actives have a fitted effect of over 60% in size
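Nrf2 function is reported as luminescence of an ARE-controlled luciferase in A549 cells. Compounds were tested at several concentrations, and a CellTiter-Fluor read on the same wells flagged cytotoxicity.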
ATXN viability = Viability Counterscreen for Primary qHTS for Inhibitors of ATXN expression; S2 cells (HEK-293 line with an ATXN2-luciferase reporter) viability, CellTiter-Fluor protease fluorescence, 24 h; Potency, µM (titrated, usually from 56.7 µM), hits mostly cytotoxic; 0.49% of 400,000 active; further: potency means the concentration at half of the fitted maximal effect; nearly all actives have a fitted effect of over 40% in size
ATXN2 expr inh = Primary qHTS for Inhibitors of ATXN expression | HEK-293 ATXN2-luciferase reporter, luminescence, 24 h | Potency, µM (titrated, usually from 57 µM), inactives show at the highest dose activity change, negative = inhibition, usual class: inhibitors | 0.72% of 360,000 active | AID 1745845, 2022; further: potency means the concentration at half of the fitted maximal effect; on the % scale 0 is the no-effect control and ±100 the full control effect; nearly all actives have a fitted effect of over 55% in size
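ATXN2-luciferase reporter cells (luciferase flanked by upstream and downstream ATXN2 gene portions) were treated 24 h at 37 °C with compounds at up to 57 uM. SteadyGlo luminescence gave expression; GF-AFC fluorescence gave viability.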
* hit, by the source's call; i = inactive; ? = inconclusive; nt = not tested or not shown; & = joins results of further samples; [ ] = another dose, or the depositor's remark. Unless noted, the call rests on the fitted dose curve; in most records, active means well fitted curve in the direction sought with a large enough effect; inconclusive means small, poorly fitted or top-dose-only effect, or another doubt; inactive means no such curve, though single readings can be large; an effect the other way counts as inactive or inconclusive.

compound	A549 tox	EPAC2 ag	TGFb SMAD3 inh	Nrf2 activator	IL-2 act	HepG2 viability	Nrf2 inh	ATXN viability	ATXN2 expr inh
COc1cccc(C(=O)Nc2cc([N+](=O)[O-])ccc2N2CCN(C)CC2)c1	0%	-2%	-4%	2.2%	1.6	-5%	1%	i	-20%
CN(Cc1ccccc1F)C(=O)C1CCCN(C(=O)c2ccc(Cl)cc2)C1 (stereo not given)	-8%	6%	-15%	-0.7%	-2.5	-1%	-25%	i	-15%
Cc1nc(SCC(=O)Nc2ccc(CN3CCCC3)cc2)c2c(C)c(C)sc2n1	-1%	-5%	0%	2.9%	-2.6	-34%	-21%	?	4%
OC(c1cccc(Cl)c1)c1ncc(-c2cccc3ccccc23)[nH]1 (stereo not given)	nt	20%	?	0.1%[9.22 µM]	2.2	-43%	nt	i	-19%
CC(=O)Nc1cccc2cccnc12	-1%	nt	-7%	nt	nt	5%	10%	nt	nt
CC(C)(C)C(=O)O/N=C(\N)COc1cccc(Cl)c1	1%	3%	13%	1.6%	-7.6	2%	19%	i	14%
CC(=O)CC(=O)Nc1nc(C)cc(C)n1	0%	9%	13%	0.7%	1.2	-2%	12%	i	-25%
CCc1cccc(CC)c1NC(=O)COC(=O)CCc1cc(OC)c(OC)c(OC)c1	-1%	-1%	-10%	-0.2%	-2.3	-4%	-3%	i	-26%
CCOC(=O)C1CCCN(C(=O)C2CCN(Cc3nc(-c4ccc(Cl)cc4)oc3C)CC2)C1 (stereo not given)	-9%	-5%	?	4.1%	0.1	-35%	-3%	i	nt
CCOC(=O)N1CCN(C(=O)c2c(Cl)cnn2C)CC1	-7%	6%	-1%	-0.4%	0.6	1%	10%	i	6%
CC(=Cc1cccs1)C(=O)c1ccccc1	nt	18%	-6%	2.2%	-2.6	-23%	nt	i	nt
Cc1cc(Br)ccc1NC(=O)CN(C)C(=O)C1CCN(C(=O)c2ccc(F)cc2)CC1	-7%	4%	2%	-0.4%	-4.5	9%	9%	i	3%
CC(NC(=O)CN1CCN(c2cccc(Cl)c2)CC1)c1ccccc1 (stereo not given)	4%	12%	?	-0.1%	-0.8	-48%	0%	i	-19%
CCSc1ccccc1C(=O)N1CCCC1	2%	5%	-4%	-0.2%	-3.2	-33%	0%	i	0%
O=C(CSCc1ccc(F)cc1)Nc1nc2c(s1)CCCC2	1%	6%	7%	1.0%	-3.3	-28%	nt	i	7%
C=CCNC(=O)C1CC(=O)N(c2ccc(OCC(=O)Nc3ccc(C)cc3)cc2)C1 (stereo not given)	-4%	-7%	4%	-0.5%	0.5	0%	-2%	i	6%
CCOc1ccc(S(=O)(=O)Nc2ccc(-c3ccc(OC)nn3)cc2)cc1	17%	nt	?	5.9%	nt	-60%	nt	i	2%
COc1cccc(N=CC2=C(O)CCCC2=O)c1	-2%	10%	0%	3.5%	-2.9	3%	?	nt	-35%
CC(C)C/C(O)=C/c1nc2cc(Cl)ccc2oc1=O	-5%	-2%	?	?	-2.8	-1%	-15%	i	2%
Cc1ccc(C(C(=O)NC2CCCC2)N(C(=O)c2csnn2)c2cccc(F)c2)o1 (stereo not given)	-12%	4%	0%	0.0%	-0.1	5%	2%	i	0%
COc1ccc(NC(=O)/C=C/C(=O)O)c(OC)c1	1%	5%	-9%	-0.7%	-1.3	-3%	8%	i	3%
CSc1cccc(NC(=O)c2sc3nc4n(c(=O)c3c2C)CCC4)c1	1%	8%	4%	2.0%	-0.5	-5%	-33%	i	12%
c1csc(-c2nnc(COc3ncnc4sccc34)o2)c1	8%	1%	-8%	-0.9%	0.5	24%	?	i	nt
Cc1cccc(Nc2nc(N)nc(CN3CCN(c4ccccc4)CC3)n2)c1	-2%	4%	-9%	0.2%	-1.5	-6%	7%	i	-8%
Cc1cc(C)n(NC(=S)NC2CCCC2)c(=O)c1C#N	2%	16%	18%	2.1%	-6.0	11%	-7%	i	-1%
CCC1=NN2C(=N)/C(=C\c3cccn3-c3ccc(C)cc3C)C(=O)N=C2S1	?	4%	-20%	-0.5%	-3.4	-14%	-23%	i	nt
Cc1onc(-c2ccccc2)c1C(=O)N1CCN(S(=O)(=O)c2ccccc2C(F)(F)F)CC1	6%	5%	-12%	-0.7%	-0.1	-28%	5%	i	2%
Oc1ccccc1CNCCCNCc1ccccc1O	?	1%	-7%	3.7%	-1.4	-48%	-27%	?	-37%
Cn1c(=O)c2c(nc(OCc3cccnc3)n2Cc2ccccc2)n(C)c1=O	-2%	-1%	0%	2.5%	-0.5	7%	-7%	i	1%
Cc1ccc([N+](=O)[O-])cc1NC(=O)CSc1nnc(C)n1CC1CCCO1 (stereo not given)	0%	13%	6%	0.3%	-0.3	11%	3%	i	-20%
CN1CN(C)c2ccc([N+](=O)[O-])c3cccc1c23	-16%	3%	0%	-1.1%	-1.3	-18%	-14%	i	-25%
COc1ccc(OC)c(NC(=O)N[C@@H](Cc2ccccc2)C(=O)O)c1	0%	5%	-22%	-0.6%	-0.1	7%	nt	i	6%
Cc1cc(C(=O)O[C@H]2[C@H](C)NS(=O)(=O)[C@H]3C[C@@H]4C=C[C@]23O4)cc([N+](=O)[O-])c1	-2%	4%	?	-0.7%	1.0	-3%&-57%	0%	i	8%
Cc1cc(NC(=O)CCCC(=O)OCC(F)(F)C(F)F)cc(C)c1C(=O)O	3%	-8%	15%	0.3%	-0.6	-7%	11%	i	5%
Cc1ccc(OCc2ccc(C(=O)Nc3cc(C)on3)o2)c([N+](=O)[O-])c1	2%	-1%	4%	9.2%	-3.3	1%	3%	i	-7%
CN1CCN(C(=O)C(=O)c2cn(CC(=O)N3CCOCC3)c3ccccc23)CC1	nt	9%	1%	0.0%	-1.5	-1%	nt	i	nt
O=C(CSc1ccc([N+](=O)[O-])cc1)NNC(=O)c1ccccc1F	-2%	3%	2%	-0.7%	1.3	-2%	?	i	3%
Cc1ccc(N2C(=O)[C@@H]3CSC(c4ccc(F)cc4)N3C2=O)cc1 (stereo not given in full)	4%	nt	?	-0.3%	nt	-6%	3%	i	-5%
Cc1ccc(CNC(=O)CSc2c(C)cnc3c2c(=O)n(C)c(=O)n3C)cc1	-2%	nt	3%	-0.5%	nt	2%	nt	?	19%
O=C(Nc1cccc(-c2cccc(F)c2)c1)C1CCN(CC2CCOC2)CC1 (stereo not given)	13%	9%	29%	5.6%	-5.1	-41%	6%	i	-6%
O=C(O)c1ccc(-c2ccccc2)[nH]1	1%	9%	-8%	0.5%	1.3	-4%	?	?	3%
COC(=O)c1c(C(=O)OC)c(-c2ccc(OC)cc2)n2c1CS(=O)C2 (stereo not given)	-1%	6%	0%	-1.0%	1.3	6%	-17%	i	nt
O=P(Cc1ccccc1)(Cc1ccccc1)c1ccccc1	-5%	0%	-1%	0.7%	-3.7	-6%	?	i	4%
Cc1nc2ccccc2c(=O)n1/N=C/c1ccc(O)cc1	3%	10%	-1%	-0.4%	-0.3	-2%	-3%	i	1%
CCOc1ccccc1NC(=O)CSc1nnc(CC)c(CC)n1	10%	nt	0%	9.9%	nt	-45%	?	nt	nt
Cn1c(SCC(=O)Nc2cccc(F)c2)nnc1-c1cc2ccccc2o1	-5%	-4%	15%	0.3%	1.5	-1%	?	i	-14%
C=CCC[C@H](Cc1ccc(F)cc1)C(=O)OC[C@H](C)NC(=O)[C@H](CC=C)CC(=O)N(CCO)Cc1ccccc1	?	-1%	?	-3.0%	-3.8	-71%	?	?	?
Cc1ccc(OCc2nc(-c3ccccn3)no2)cc1	0%	9%	-3%	0.4%	-1.7	-38%	?	i	4%
CC(C)(C)OC(=O)C[C@@H]1C/C=C\C[C@@H](CC(=O)NCCO)C(=O)NCCOC1=O	0%	1%	4%	-0.2%	1.3	-12%	7%	i	7%
CCCn1c(N)c(N(CCOC)C(=O)COC(=O)COc2c(C)cc(C)cc2C)c(=O)[nH]c1=O	nt	8%	-1%	-1.2%	0.0	-8%	nt	i	nt
COc1ccc(CNC(=O)CCCn2c(SCC(N)=O)nc3cc4c(cc3c2=O)OCO4)cc1	0%	nt	-1%	0.2%	nt	2%	nt	nt	nt
C#CCOC(=O)C(NC(=O)c1ccccc1)=C1CCCCC1	10%	-9%	0%	-0.1%	-0.7	3%	nt	i	-2%

One compound at a time (already shown):
Entry for Cc1ccc(OCc2nc(-c3ccccn3)no2)cc1 → A549 tox = 0%; EPAC2 ag = 9%; TGFb SMAD3 inh = -3%; Nrf2 activator = 0.4%; IL-2 act = -1.7; HepG2 viability = -38%; Nrf2 inh = ?; ATXN viability = i; ATXN2 expr inh = 4%
Entry for CC(C)(C)OC(=O)C[C@@H]1C/C=C\C[C@@H](CC(=O)NCCO)C(=O)NCCOC1=O → A549 tox = 0%; EPAC2 ag = 1%; TGFb SMAD3 inh = 4%; Nrf2 activator = -0.2%; IL-2 act = 1.3; HepG2 viability = -12%; Nrf2 inh = 7%; ATXN viability = i; ATXN2 expr inh = 7%

Bioassay records from PubChem.
